# STAT3 activator = IL-6 driven STAT3 reporter potentiators, primary screen, U3A cells, luciferase, luminescence, MLSCN library; activation (% of control), % at 5.6 µM; 0.91% of 190,000 active; IL-6 STAT3-luciferase reporter; 100% = signal with IL-6 EC80 alone;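 active = activation above the screen-wide mean of compound activation plus 3 SD, cut at about 130% in these data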;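 note: 0% = background luminescence of wells with medium and substrate only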
#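 Assay system – human STAT1-deficient U3A cells with stable STAT3-luciferase reporter · Also added – IL-6 (33 ng/mL) · Schedule – compound 1 h, then IL-6 6 h at 37 °C · Technique – reporter luminescence signal · Evaluation – % activation versus median of IL-6-stimulated wells · Benchmarks – IL-6-only wells as 100% reference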
# FLuc act counter = FLuc activators, initial screening, artefact control for FLuc-dependent activation tests, biochemical, ATPlite luminescence | activation factor at 10 µM | ATPlite luciferase biochemical, 10 min; 0 = ATP-free wells, 1 = DMSO control | AID 1027, 2008 | 200,000 tested, under 10 active;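 active = luciferase activation factor, scaled between plate controls, of at least 2 with compound at 10 µM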
# Target sequence (P08659 whole entry, looked up): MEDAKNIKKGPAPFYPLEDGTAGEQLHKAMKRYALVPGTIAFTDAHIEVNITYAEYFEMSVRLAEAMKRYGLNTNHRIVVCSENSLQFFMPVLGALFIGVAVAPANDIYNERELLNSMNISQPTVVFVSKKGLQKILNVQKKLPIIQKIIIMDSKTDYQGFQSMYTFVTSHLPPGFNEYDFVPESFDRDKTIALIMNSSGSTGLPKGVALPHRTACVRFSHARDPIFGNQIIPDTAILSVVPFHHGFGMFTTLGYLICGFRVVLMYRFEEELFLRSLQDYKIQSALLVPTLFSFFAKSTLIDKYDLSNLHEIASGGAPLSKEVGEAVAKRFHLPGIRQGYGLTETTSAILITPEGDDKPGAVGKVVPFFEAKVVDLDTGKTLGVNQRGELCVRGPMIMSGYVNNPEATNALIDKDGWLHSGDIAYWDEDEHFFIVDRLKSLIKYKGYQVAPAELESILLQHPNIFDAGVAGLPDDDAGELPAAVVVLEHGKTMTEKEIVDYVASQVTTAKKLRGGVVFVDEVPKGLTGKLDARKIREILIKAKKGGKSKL
#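 Material: Luciferase/luciferin reagent mix; Doses: test compounds dosed from 2 mM stocks in 100% DMSO; Schedule: 10 min incubation after luciferase reagent addition, room temperature; Measured by: luminescence from luciferase reaction; Read-out: luminescence gain marking luciferase activators.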
# STAT3 inh = IL-6 driven STAT3 reporter inhibitors, primary screen, U3A cells, luciferase, luminescence, MLSCN library | inhibition, % at 5.5 µM | 0.89% of 190,000 active | IL-6 STAT3-luciferase reporter; host cell line lacks STAT1;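 active = inhibition above the mean inhibition across all screened compounds plus 3 SD, cut at about 44% in these data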;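 note: 0% = DMSO only wells and 100% = 100 µM nifuroxazide control wells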
# STAT1 inh = STAT1 signaling inhibitors, primary screen, cell-based, HTS, luciferase reporter; AID 920, 2007; NIH 3T3 STAT1-luciferase reporter, IFN-gamma, luminescence; inhibition, % at 5.5 µM; 0.35% of 200,000 active;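 active = inhibition above a set limit, the mean inhibition across all tested compounds plus 3 SD, cut at about 34% in these data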;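 note: 0% = IFN-gamma with DMSO and 100% = IFN-gamma with 300 µM nifuroxazide; values of inactives mirror those of a sister screen read the other way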
# APP 5UTR inh = inhibitors of APP translation via 5'UTR reporter, primary screen, APP 5'UTR luciferase, SH-SY5Y cells. SH-SY5Y APP 5'UTR-luciferase reporter, luminescence. AID 1285, 2008. inhibition, % at 2 µM. 0.82% of 190,000 active;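 active = inhibition above a set limit, derived from the sample mean plus 3 SD, cut at about 45% in these data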; note: values of inactives mirror those of a sister screen read the other way
# APP 5'UTR act = activators of APP 5'UTR luciferase reporter, primary screen, SH-SY5Y cells; SH-SY5Y APP 5'UTR luciferase reporter, luminescence; zero percent = DMSO vehicle wells; activation, % at 2 µM; 1% of 190,000 active;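 active = activation above a set limit, based on mean plus 3 SD of controls, cut at about 140% in these data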; note: values of inactives mirror those of a sister screen read the other way
# STAT1 act = STAT1 signaling activators, primary screen, cell-based, HTS, luciferase reporter; NIH 3T3 STAT1-luciferase reporter, IFN-gamma, luminescence; 100% = IFN-gamma alone, no compound; activation (% of control), % at 5.5 µM; 2.6% of 200,000 active;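 active = activation above the screen-wide mean activation plus 3 SD, cut at about 130% in these data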;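 note: raw ratio to IFN-gamma control signal so 100% means no change and 0% no light; values of inactives mirror those of a sister screen read the other way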
# FLuc inhib CS = firefly luciferase enzyme inhibitors, primary screen, artefact control for luciferase-based inhibitor screens, biochemical, luminescence, ATPLite; inhibition, % at 10 µM; 1.5% of 200,000 active; 10 min;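 active = inhibition above about 50% when tested at 10 µM, limit read from the data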
# NF-kB neuron act = activators of NF-kB expression in neurons, primary screen, cell-based, HTS | human neuronal cells, NF-kB reporter expression; stronger effect = higher value | AID 1239, 2008 | 1.6% of 190,000 active | fold change at 12.5 µM; in the data active = fold change above about 3.3
# ROMK mod = ROMK potassium channel modulators, primary screen, cell-based, thallium flux, MLSMR library. ATP-sensitive inward rectifier potassium channel 1 (Homo sapiens), P48048. Tet-inducible ROMK, thallium flux fluorescence; actives lie on both sides. B-score at 10 µM. 2% of 130,000 active. AID 1918, 2009;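 active = signal ratio slope over the read window, or its plate-corrected B-score, at least 3 SD from the plate mean, either direction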;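 note: B-score of the F/F0 ratio slope over 7 to 12 s after thallium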
# Target sequence (P48048 whole entry, looked up): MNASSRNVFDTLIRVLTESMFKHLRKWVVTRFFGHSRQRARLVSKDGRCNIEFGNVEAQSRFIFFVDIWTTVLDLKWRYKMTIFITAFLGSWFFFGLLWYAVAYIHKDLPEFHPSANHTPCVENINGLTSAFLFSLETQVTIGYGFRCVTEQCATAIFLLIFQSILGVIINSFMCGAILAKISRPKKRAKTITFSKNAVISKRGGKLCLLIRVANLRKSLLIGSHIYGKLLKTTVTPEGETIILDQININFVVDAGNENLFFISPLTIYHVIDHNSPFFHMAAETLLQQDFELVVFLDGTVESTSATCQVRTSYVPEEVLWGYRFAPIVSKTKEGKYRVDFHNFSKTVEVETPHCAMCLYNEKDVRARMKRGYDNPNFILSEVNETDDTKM
# An asterisk follows results filed as active; x = no result given; & = joins results of further samples; ! = not active in a repeat. This is a random part of the collection; about 7.1% have a hit in one of these screens.
smiles,STAT3 activator,FLuc act counter,STAT3 inh,STAT1 inh,APP 5UTR inh,APP 5'UTR act,STAT1 act,FLuc inhib CS,NF-kB neuron act,ROMK mod
COc1ccc(CCNCC(O)COc2cccc(Br)c2)cc1 (configuration not stated),106,1.1,2,-4,-9,9,102,-5,1.1,-1.6
COC(=O)c1ccccc1NC(=O)Cn1c(=O)n(Cc2ccccc2)c(=O)c2c(C)c(C)sc21,105,1,-6,-9,-4,4,108,0,0.74,x
COc1ccc(C(=O)N(NC(=O)Oc2ccccc2)C(C)(C)C)cc1,103,1,-2,-3,11,-11,103,-4,1.1,x
Cc1cc(C(=O)N2CCN(c3ncccn3)CC2)sc1-c1ccccc1,90,x,15,5,2,-2,95,x,x,x
CCOC(=O)/C(=C\c1ccc(Cl)cc1)c1nc2sc(C)c(C)c2c(=O)[nH]1,92,1,10,-2,5,-5,102,-4,0.99,x
CC(NC(=O)c1cc2sccc2n1C)c1ccc2c(c1)OCCO2 (configuration not stated),107,1,-5,-3,4,-4,103,2,1,-0.074
O=Cc1cnc(N2CCN(Cc3ccccc3)CC2)s1,101,1,4,-5,20,-20,104,-2,1.1,-0.29
COC(=O)CN1C(=O)C(O)(CC(=O)c2ccc(C)cc2)c2cc(Br)ccc21 (configuration not stated),106,0.9,-7,1,-2,2,100,6,0.94,x
Cc1cc(Cl)ccc1C(=O)C1CCCN(C(=O)c2cc(C(C)C)no2)C1 (configuration not stated),95,1,11,5,-23,23,94,-4,0.96,-0.76
O=C(O)Cc1n[nH]c(=O)c2ccccc12,105,1,-2,1,0,0,99,0,1.6,0.79
Cc1ccc(C)c(NC(=O)COC(=O)CCc2ccc(S(=O)(=O)N3CCOCC3)cc2)c1,99,1,2,7,18,-17,94,-4,1.3,-0.83
C#CCn1ccc(O)c(Cc2c(F)cccc2Cl)c1=O,106,1,2,-6,-5,5,106,-3,1.1,0.68
COc1cc(/C=C2/SC(N)=NC2=O)ccc1Oc1ccc([N+](=O)[O-])cc1[N+](=O)[O-],104,1.1,-3,-16,-4,4,114,-10,1.1,0.029
Cc1ccccc1OCCn1cc(C(=O)O)c2ccccc21,100,1,4,12,2,-2,90,-4,0.99,-1.8
Cc1ncc(CN2CCCC(CCC(=O)NCc3ccc(F)c(F)c3)C2)s1 (configuration not stated),101,1.1,3,-6,11,-11,104,-7,1,2

smiles,STAT3 activator,FLuc act counter,STAT3 inh,STAT1 inh,APP 5UTR inh,APP 5'UTR act,STAT1 act,FLuc inhib CS,NF-kB neuron act,ROMK mod
NCC(O)CN(c1ccccc1)c1ccccc1 (configuration not stated),97,1.1,6,6,-5,5,92,-10,1,x
CCOc1ccc2c(c1)c1nnc(SCC(=O)N3CCCCC3C)nc1n2C (configuration not stated),92,1,11,-12,-4,4,111,1,1.1,-0.0047
O=S(=O)(c1ccc(NCC2CCCCC2)nc1)N1CCOCC1,105,1,-2,1,8,-8,99,-5,1,x
Cc1cc(=O)[nH]c(SCC(=O)Nc2ccc(Br)cc2)c1C#N,100,1,-3,-3,-8,9,103,-5,1,-0.69
O=C(Nc1cccc2c1CCCC2)C1CCN(c2nnnn2-c2ccccc2)CC1,98,1.1,7,-4,14,-14,104,-6,1.3,x
CC(=O)/C=C(/C)NC(Cc1c[nH]c2ccccc12)C(=O)O (configuration not stated),133*!,1&1,-31&-36,10&13,-1&-3,1&3,91&82,-2&-2,1.2&1.3,0.45
CCCn1nnnc1SCC(=O)N1CCCc2ccccc21,122,1,-20,-5,-16,16,104,-5,0.55,x
O=C(c1cccc(S(=O)(=O)N2CCOCC2)c1)N1CCN(c2ccc(F)cc2)CC1,90,1.1,15,7,-10,10,94,-8,1.1,x
COc1ccc(S(=O)(=O)N2CCOCC2)cc1NC(=O)CSc1nnc2ccccn12,104,1.1,-3,-3,-14,14,102,-6,0.91,0.56
O=C(COC(=O)/C=C/c1cccc(Cl)c1)NCCC1=CCCCC1,98,1,4,2,4,-4,98,0,0.9,x
CCN(CC)C(=O)c1sc(NC(=O)c2cccnc2)c(C(=O)OC)c1C,98,1,0,-5,10,-10,104,-2,1,0.018
CCCCn1c(N)c(N(CC)C(=O)C(c2ccccc2)c2ccccc2)c(=O)[nH]c1=O,106,1,-7,-5,-8,8,106,-4,1.3,0.44
CC(=O)c1sc(NC(=O)c2cc3c(C)nn(-c4ccccc4)c3s2)nc1C,95,1,9,9,7,-7,91,-4,1.4,x
Cc1cc(SC(C)C(=O)NCC(=O)Nc2ccc(F)c(F)c2F)nc2ccccc12 (configuration not stated),105,1.1,-11,-6,-6,6,106,-6,0.97,x
O=C(Cn1cncn1)NCc1ccc(Cl)cc1,98,1.1,1,0,8,-8,100,-8,1.3,0.13

smiles,STAT3 activator,FLuc act counter,STAT3 inh,STAT1 inh,APP 5UTR inh,APP 5'UTR act,STAT1 act,FLuc inhib CS,NF-kB neuron act,ROMK mod
CCC1(CC)NC(=O)N(CC(=O)N2N=C(c3ccc(Cl)cc3)CC2c2ccco2)C1=O (configuration not stated),105,1.1,0,-7,11,-11,106,-9,0.63,0.13
CN=C1CC(C)(C)CC(=O)/C1=C(/O)CCCN1C(=O)c2ccccc2C1=O,99,1,11,7,14,-14,92,-4,0.9,0.32
O=C(Nc1cccc(F)c1)N(Cc1ccc(Cl)cc1)CC(O)C(F)(F)F (configuration not stated),115,1.1,-12,-5,-5,5,105,-6,1.1,x
Cc1c(C(=O)NC(C(C)C)C(C)C)cccc1[N+](=O)[O-],97,1,3,2,1,-1,98,-4,1.1,-0.094
Cc1cccc(NC(=O)c2snc3c(=O)[nH]cnc23)c1,89,1.1,21,-2,-5,5,102,-8,1.2,-0.019
C(=N\NC(=Nc1ccccc1)c1ccccn1)/c1ccccn1,101,1,-4,-17,-8,8,115,0,1.1,0.27
COc1ccc(NC(=O)c2ccco2)cc1NC(=O)c1ccc(Br)o1,79,1,29,-2,12,-12,102,-3,0.87,x
CC(C)c1ccc(SCc2noc(C(=O)NCC3CCCO3)c2C(=O)O)cc1 (configuration not stated),101,1,0,0,-17,17,100,-3,1.1,x
COc1ccccc1CCNC(=O)c1ccoc1C,115,1,-17,4,-6,6,97,4,1.4,x
CC1=C(OC(=O)c2ccccc2)C(C)(C)C(c2ccc(Br)cc2)OC1=O (configuration not stated),98,1,10,13,-2,2,88,-5,1.4,x
O=P(O)(CN1CCCCC1)CN1CCCCC1,105,1,-2,-14,-14,14,115,-3,0.97,0.7
COc1ccccc1N1CCN(C(C)C(=O)Nc2ccc(S(=O)(=O)N3CCOCC3)cc2)CC1 (configuration not stated),103,1,-1,18,-1,1,84,2,1.1,0.82
CCOc1ccccc1NC(=O)Cn1[nH]c(=O)c2ccccc2c1=O,84,1.1,23,-4,-6,6,102,-7,1.2,-0.053
COc1ccccc1NC(=O)Nc1ccncc1,103,1,6,-4,-13,13,102,-4,0.94,0.26
O=C(NCCCn1ccnc1)C(F)(F)C(F)(F)C(=O)NCCCn1ccnc1,99,1,5,-7,-10,10,106,0,1.2,0.11

# 2 successive compounds from above:
smiles,STAT3 activator,FLuc act counter,STAT3 inh,STAT1 inh,APP 5UTR inh,APP 5'UTR act,STAT1 act,FLuc inhib CS,NF-kB neuron act,ROMK mod
CCC1(CC)NC(=O)N(CC(=O)N2N=C(c3ccc(Cl)cc3)CC2c2ccco2)C1=O (configuration not stated),105,1.1,0,-7,11,-11,106,-9,0.63,0.13
CN=C1CC(C)(C)CC(=O)/C1=C(/O)CCCN1C(=O)c2ccccc2C1=O,99,1,11,7,14,-14,92,-4,0.9,0.32

# (continued)
smiles,STAT3 activator,FLuc act counter,STAT3 inh,STAT1 inh,APP 5UTR inh,APP 5'UTR act,STAT1 act,FLuc inhib CS,NF-kB neuron act,ROMK mod
Cc1ccc(C(=O)COC(=O)C2CC(=O)N(c3nc(-c4ccccc4)cs3)C2)cc1C (configuration not stated),95,1.1,6,-1,-9,9,101,-6,1.4,0.65
O=C(C1=C[C@H](c2csc3ccccc23)C[C@H](OCc2ccc(CO)cc2)O1)N1CCN(Cc2ccc3c(c2)OCO3)CC1,x,1,x,2,10,-10,100,-4,0.81,x
CC(C)(C)NC(=O)C(=O)NNC(=O)c1ccc(C(C)(C)C)cc1,100,1.1,-1,-4,2,-2,104,-10,0.96,x
CSc1ccccc1NC(=S)NC1CCCCC1,99,1.1,5,-2,-26,26,102,-6,0.9,0.024
CCOc1ccccc1NC(=O)Cn1c(C)cc(COC)c(C#N)c1=O,94,1.1,16,-4,4,-4,104,-7,0.91,0.62
CCOC(=O)c1c(-c2cccc(N)c2)cn2ccccc12,110,1,-11,-4,-8,7,103,-2,1.3,-0.19
CCN(c1ccccc1)S(=O)(=O)c1cnc[nH]1,101,1,5,-1,-14,14,101,-2,1.3,x
Nc1nonc1C(=O)NCCNCc1ccccc1,105,1.1,-7,-4,x,x,103,-8,1.1,-0.62
O=C(Nc1ccc(O)cc1C(=O)O)c1ccc2c(c1)C(=O)N(Cc1ccco1)C2=O,94,0.9,11,10,-8,9,91,9,1.1,0.39
CC(=O)Nc1cccc(-c2csc(N)n2)c1,100,1,6,0,20,-20,101,0,x,-0.41
O=C(c1ccco1)N1c2ccccc2Sc2ccccc21,95,1.1,11,2,12,-12,98,-5,1.1,x
O=[N+]([O-])c1cc(S(=O)(=O)Nc2ccccc2)ccc1-n1nnc2ccccc21,106,1,-3,2,13,-13,98,-1,0.94,x
CCCCCC(=O)Nc1c(-c2ccc(OC)cc2)c(=O)c2ccccc2n1C,99,1,2,8,-10,10,93,-5,1.1,0.0036
Cc1oc(C)c(C(=O)O)c1COc1ccc(C(=O)O)cc1,104,1,-2,-1,-6,7,101,-5,1.2,x
COc1ccc(CCNS(=O)(=O)c2ccc3c(c2)oc(=O)n3C)cc1OC,103,1,-4,-1,-15,15,102,1,0.95,x

smiles,STAT3 activator,FLuc act counter,STAT3 inh,STAT1 inh,APP 5UTR inh,APP 5'UTR act,STAT1 act,FLuc inhib CS,NF-kB neuron act,ROMK mod
O=c1[nH]n(-c2ccc(F)cc2)c2ncccc12,101,1,8,-3,-9,9,103,-4,1.1,x
COc1ccccc1Nc1n[nH]c(=S)s1,95,0.9,13,-4,-5,5,102,9,0.97,-0.0083
O=C(COc1cccc(C(F)(F)F)c1)N1CCN(c2ccc(O)cc2)CC1,98,1,3,-1,-10,10,100,-2,2.4,-0.54
O=C(O)c1ccc(NCc2nc3ccccc3n2CCOc2ccccc2Cl)cc1,103,1,7,-15,-16,16,112,-2,1.1,-1.4
Cc1ccccc1Oc1cc(NC(=O)CCCn2nc(C)c([N+](=O)[O-])c2C)cc([N+](=O)[O-])c1,101,1,-1,4,8,-8,97,-4,1.1,x
